Screening data as filed in PubChem BioAssay.
PMI act satM6P: activators of human phosphomannose isomerase at near-saturating mannose 6-phosphate | P34949 | coupled PMI enzyme assay, resazurin fluorescence, 20 min; active compounds read high; 1 = untreated enzyme, 0 = substrate-free blank | activation factor at 20 µM | hit rate 0.34% among 190,000 | AID 1216;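 active = activation factor of 2 or more at 20 µM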
Target sequence (P34949 whole entry, looked up): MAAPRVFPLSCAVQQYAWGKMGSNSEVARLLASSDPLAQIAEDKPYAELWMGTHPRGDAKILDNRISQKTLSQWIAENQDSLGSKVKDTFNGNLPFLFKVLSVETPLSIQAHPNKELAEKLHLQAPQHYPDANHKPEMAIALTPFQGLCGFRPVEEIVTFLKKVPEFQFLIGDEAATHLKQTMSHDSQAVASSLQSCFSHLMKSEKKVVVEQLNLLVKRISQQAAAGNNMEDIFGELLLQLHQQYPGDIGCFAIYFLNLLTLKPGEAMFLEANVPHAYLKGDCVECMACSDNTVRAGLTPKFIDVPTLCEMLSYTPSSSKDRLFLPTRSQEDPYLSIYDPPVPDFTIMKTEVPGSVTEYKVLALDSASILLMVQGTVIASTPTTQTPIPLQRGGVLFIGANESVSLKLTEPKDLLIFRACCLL
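Test system: human phosphomannose isomerase with PGI, G6PDH, diaphorase coupling enzymes; amount: 15 ng/mL PMI; incubation: enzyme reaction with compound 20 min at room temperature; technique: resorufin fluorescence (Ex 544/Em 590 nm) from resazurin via diaphorase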
FLuc act counter: firefly luciferase counter-screen for stimulation assays; P08659; ATPlite luciferase biochemical, luminescence, 10 min; 0 = ATP-free wells, 1 = DMSO control; activation factor at 10 µM; 200,000 tested, under 10 active; AID 1027;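 active = luciferase activation factor, scaled between plate controls, of at least 2 with compound at 10 µM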
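Assay system: Luciferase/luciferin reagent mix; Medium: PBS as buffer for the ATP substrate; Dosing: test compounds dosed from 2 mM stocks in 100% DMSO; Times: 10 min, room temperature; Signal: luminescence from luciferase reaction; Read-out: luciferase activation; Controls: No-ATP low control, compound-free enzyme-plus-ATP high control.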
NF-kB neuron act: compounds increasing NF-kB expression in human neuronal cells; NF-kB reporter expression; active compounds read high; fold change at 12.5 µM; hit rate 1.6% among 190,000; AID 1239; in the data active = fold change above about 3.3
TNAP inh no acc: TNAP (human) inhibition, acceptor-free conditions; hit rate 0.26% among 200,000; P05186; inhibition, % at 20 µM; purified TNAP, CDP-star luminescence, 30 min;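 active = tissue-nonspecific alkaline phosphatase inhibition above about 50% at 20 µM in the single-dose screen, limit read from the data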;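 also: 0% = DMSO negative control and 100% = EDTA positive control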
APP 5'UTR act: APP 5'UTR luciferase reporter activation | SH-SY5Y APP 5'UTR luciferase reporter, luminescence; zero percent = DMSO vehicle wells | AID 1276 | activation, % at 2 µM | hit rate 1% among 190,000;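 active = activation above a set limit, based on mean plus 3 SD of controls, cut at about 140% in these data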; also: values of inactives mirror those of a sister screen read the other way
TNAP inh hi DEA: inhibitors of human TNAP at high phosphate acceptor concentration; purified TNAP, CDP-star luminescence, 1 M DEA; hit rate 0.03% among 200,000; inhibition, % at 20 µM; P05186;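 active = over 50% inhibition of tissue-nonspecific alkaline phosphatase at 20 µM in the single-dose screen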;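 also: plate controls were DMSO wells for no effect and EDTA-quenched wells as full inhibition for full effect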
FLuc inh counter: inhibits firefly luciferase, flagging false hits in luciferase inhibition screens | hit rate 1.5% among 200,000 | P08659 | inhibition, % at 10 µM | ATPLite firefly luciferase biochemical luminescence, 10 min;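 active = inhibition above about 50% when tested at 10 µM, limit read from the data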
TNAP act hiacc: TNAP (human) activation, high acceptor. activation factor at 20 µM. 200,000 tested, under 10 active. purified TNAP, CDP-star luminescence, 1 M DEA, 30 min; active compounds read high; 0 = EDTA background, 1 = DMSO-only activity;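 active = activation factor at least 2 at 20 µM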
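Dosing: 20 µM single point. System: human TNAP. Amount: TNAP 1/800 final. Incubation: 30 min, room temperature. Read-out: TNAP activation factor scaled between EDTA and DMSO control wells. Signal: luminescence from CDP-star hydrolysis. Medium: 1 M DEA, pH 9.8, Mg2+, Zn2+. Control set: EDTA negative control, DMSO positive control.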
bIAP act: intestinal alkaline phosphatase (bovine) activation; purified bovine IAP, CDP-star luminescence, 30 min; active compounds read high; fold of DMSO-control signal, blank-subtracted; activation factor at 20 µM; hit rate 0.17% among 200,000; AID 1016;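 active = activation factor of 2 or more at 20 µM, a signal rise over negative controls twice the positive control's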
PMI activator: phosphomannose isomerase (human) activation; P34949; AID 1214; purified human PMI, coupled resazurin fluorescence, 20 min; active compounds read high; 1 = vehicle control, 0 substrate-free wells; hit rate 0.005% among 190,000; activation factor at 20 µM;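 active = activation factor of 2 or more at 20 µM, relative to plate controls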
* marks the source's active call; other numbers are inactive results; / = not tested or not shown.

SMILES	PMI act satM6P	FLuc act counter	NF-kB neuron act	TNAP inh no acc	APP 5'UTR act	TNAP inh hi DEA	FLuc inh counter	TNAP act hiacc	bIAP act	PMI activator
COc1cc(OC)nc(NC(=O)CSc2nc3ccccc3o2)n1	1	1.1	1.2	-12	-11	-5	-9	1	0.9	0.9
COc1ccccc1Nc1nc2ccccc2[nH]1	0.6	0.7	1.7	-7	46	-2	30	1	0.9	0.9
Cc1cc(Cl)n2nc(C)c(-c3ccc(Cl)cc3)c2n1	1.1	1	1.2	-12	-21	0	-4	1	1	1.2
COc1c(C)oc2cc(O)ccc2c1=O	1	1.1	1.4	-6	-1	-4	-6	1	0.9	1
COCCn1c(SCC(=O)Nc2ccc(Cl)c(S(=O)(=O)N(C)C)c2)nc2ccccc21	1	1	0.35	-2	8	-10	-2	1.1	1	1
O=C(CSc1nc(-c2ccco2)cc(C(F)(F)F)n1)NC1CCCC1	0.9	1	0.93	-8	/	0	-3	1	1	1.1
CCOc1ccc(NC(=O)Nc2ccc3nsnc3c2)cc1	0.7	0.9	1.5	-12	-1	-1	6	1	1	0.9
Cc1ccc(C)c(S(=O)(=O)NCc2ccncc2)c1	1.1	1.1	1.2	5	5	1	-8	1	1	1
CC(NC(=O)COC(=O)CCc1nc2ccccc2c(=O)[nH]1)c1ccccc1 (stereo not drawn)	1	1	1	-10	13	-3	-4	1	1	1
COc1ccc(Cn2c(/C=C/c3ccccc3)nc3ccccc32)cc1	0.8	0.5	6.1*	-4	/	-2	50*	1	0.8	0.8
CCOC(=O)c1sc2c(c1C)C(c1cccs1)C1=C(CCCC1=O)N2 (stereo not drawn)	0.8	1.1	0.66	-25	11	-13	-7	1.1	1.1	0.9
CCn1c(SCC(=O)N2CCCc3ccccc32)nnc1-c1c[nH]c2ccccc12	0.9	1	1	-10	9	0	-2	1	0.9	0.9
O=C(Nc1cccc2nsnc12)c1ccc2c(c1)OCO2	0.8	0.9	1.5	-10	-4	-8	10	1.1	0.9	0.9
CCOC(=O)c1cc(NC(=O)N(C(C)C)C(C)C)c(C)nc1C	1.1	1	1.2	-12	/	-2	-4	1	0.9	1
CCCCOC(=O)c1ccc(NC(=O)CSc2nnnn2C)cc1	1	1.1	1.5	-10	3	-5	-6	1	0.9	0.9
CCOc1ccc(CNC(=O)CCS(=O)(=O)Cc2ccc(C)cc2)cc1OC	1	1	1.1	-15	-2	-6	-4	1.1	0.9	1.1
COc1ccc(NC(=O)CC2Nc3cc(C)c(C)cc3NC2=O)c([N+](=O)[O-])c1 (stereo not drawn)	1.1	1	0.93	4	-2	12	0	0.9	1	1.1
COCC(=O)N/N=C/c1ccc(Sc2nc3ccccc3s2)o1	1	1	1.1	-9	-6	-6	0	1.1	1	1
Cc1csc(SCc2ccc(C(=O)O)cc2)n1	1.1	1	0.96	-9	28	-3	-3	1	1.2	1
CCc1nn2cc(C(=O)c3cc(C)ccc3O)cnc2c1-c1ccc(F)cc1	1	1.1	1.1	22	0	4	-6	1	0.9	1

Gathered by group, the entries above with an aryl methoxy group.
SMILES	PMI act satM6P	FLuc act counter	NF-kB neuron act	TNAP inh no acc	APP 5'UTR act	TNAP inh hi DEA	FLuc inh counter	TNAP act hiacc	bIAP act	PMI activator
COc1cc(OC)nc(NC(=O)CSc2nc3ccccc3o2)n1	1	1.1	1.2	-12	-11	-5	-9	1	0.9	0.9
COc1ccccc1Nc1nc2ccccc2[nH]1	0.6	0.7	1.7	-7	46	-2	30	1	0.9	0.9
COc1c(C)oc2cc(O)ccc2c1=O	1	1.1	1.4	-6	-1	-4	-6	1	0.9	1
COc1ccc(Cn2c(/C=C/c3ccccc3)nc3ccccc32)cc1	0.8	0.5	6.1*	-4	/	-2	50*	1	0.8	0.8
CCOc1ccc(CNC(=O)CCS(=O)(=O)Cc2ccc(C)cc2)cc1OC	1	1	1.1	-15	-2	-6	-4	1.1	0.9	1.1
COc1ccc(NC(=O)CC2Nc3cc(C)c(C)cc3NC2=O)c([N+](=O)[O-])c1 (stereo not drawn)	1.1	1	0.93	4	-2	12	0	0.9	1	1.1

Record cards, as listed above. Values in the order: PMI act satM6P	FLuc act counter	NF-kB neuron act	TNAP inh no acc	APP 5'UTR act	TNAP inh hi DEA	FLuc inh counter	TNAP act hiacc	bIAP act	PMI activator
`O=C(Nc1cccc2nsnc12)c1ccc2c(c1)OCO2` as listed: 0.8	0.9	1.5	-10	-4	-8	10	1.1	0.9	0.9
`Cc1ccc(C)c(S(=O)(=O)NCc2ccncc2)c1` as listed: 1.1	1.1	1.2	5	5	1	-8	1	1	1

The list goes on.
SMILES	PMI act satM6P	FLuc act counter	NF-kB neuron act	TNAP inh no acc	APP 5'UTR act	TNAP inh hi DEA	FLuc inh counter	TNAP act hiacc	bIAP act	PMI activator
O=C(COc1ccccc1)Nn1c(-c2ccccc2)nc2ccccc2c1=O	1	1.1	1	0	2	-2	-7	1	1	1
CCOc1ccc(OCC)c(NC(=O)C2CCCN2S(=O)(=O)c2cccc3cccnc23)c1 (stereo not drawn)	0.9	1	0.6	-7	25	-1	-5	1	1	0.9
Cc1cccc(C)c1NC(=O)C(NC=O)c1ccc(Cl)cc1 (stereo not drawn)	0.9	1	1.5	-7	3	0	2	1	0.9	0.9
CC1(C)Cc2c(C#N)c(N)sc(=S)c2CO1	1.3	1.1	1.6	21	-16	-7	-12	1.1	0.5	1.5
O=S(=O)(Nc1ccc(N2CCCCC2)cc1)c1ccc(F)c(F)c1	0.8	1	0.93	-3	-2	-1	-1	1	0.8	0.7
O=C(/C=C/c1ccc2ccccc2c1)c1ccoc1	1	0.8	1.9	-11	30	-5	24	1	1.1	1
CCOC(=O)CC1C(=O)NCCN1C(=O)c1cc2c(=O)n3ccccc3nc2s1 (stereo not drawn)	0.9	1	1	-10	8	-2	2	1	1.3	1
CCCCC(=O)Nc1nnn(CCC)n1	1	1.1	1.3	1	-7	-1	-6	1	0.9	1
Cc1cc(C)n2c(SCCC(C)C)nnc2n1	1.1	1	1.6	5	-8	0	4	1	1	1
CCN(CCO)Cc1csc2cccc(Br)c12	1	1.1	1.2	-12	-6	-4	-7	1	0.9	1

NF-kB neuron act, entries above that show a hit.
smiles	PMI act satM6P	NF-kB neuron act	TNAP inh no acc	APP 5'UTR act	TNAP inh hi DEA	TNAP act hiacc	bIAP act	PMI activator
COc1ccc(Cn2c(/C=C/c3ccccc3)nc3ccccc32)cc1	0.8	6.1*	-4	/	-2	1	0.8	0.8

(cont.)
SMILES	PMI act satM6P	FLuc act counter	NF-kB neuron act	TNAP inh no acc	APP 5'UTR act	TNAP inh hi DEA	FLuc inh counter	TNAP act hiacc	bIAP act	PMI activator
CCOc1ccc(NC(=O)c2sccc2-n2cccc2)cc1	1	1	1.1	-7	6	1	2	1	1.1	1.1
Cc1noc(C)c1COC(=O)CCc1nc2ccccc2c(=O)[nH]1	1.1	1	1	-9	4	-6	-5	1.1	1	1.1
CCOc1ccc(/C=C/C(=O)Nc2ccccc2C(F)(F)F)cc1	0.9	0.9	1.5	-13	15	-1	9	1	1	0.8
Oc1ccc(-c2nc(-c3ccc(O)c(O)c3)cs2)cc1	0.7	1	3.8*	32	-94	5	2	0.9	0.8	0.5
Cc1ccc(CC(=O)N/N=C/c2ccc3c(c2)OCO3)cc1	1	1	1.1	-8	28	1	4	1	1	1.1
O=c1cc(O)nc(-c2ccc(Cl)cc2)s1	1	1	1.3	-21	4	-6	-2	1.1	1.2	0.8
CCCCSC(=S)NC1CCS(=O)(=O)C1 (stereo not drawn)	1	1	2	30	5	-5	-2	1.1	1	0.9
O=c1[nH]c2ccc(NC(=S)Nc3ccc(Cl)cc3Cl)cc2[nH]1	1	1.1	1.1	-1	9	-7	-8	1.1	0.9	1
O=C(Cn1c2ccccc2c(=O)c2ccccc21)Nc1ccccc1F	1	1	0.89	20	-3	7	-1	0.9	0.9	1
CC1CN(C(=O)COc2ncnc3ccccc23)CC(C)O1 (stereo not drawn)	1	1	0.83	-20	4	-10	-4	1.1	1	1
O=c1cc(-c2ccccc2)nc(SCc2ccc(F)cc2)[nH]1	0.9	1	0.95	-14	-5	-1	-3	1	0.8	0.8
Cc1ccc(S(=O)(=O)N2CCN(C(=O)CN3C(=O)NC4(CCOc5ccccc54)C3=O)CC2)cc1 (stereo not drawn)	1	1.1	1	-7	-2	-5	-10	1.1	1	0.9
COc1cc2c(cc1OC)C(C)N(C(=O)c1ccc(Br)o1)CC2 (stereo not drawn)	1	1.1	0.84	-5	-10	-8	-10	1.1	0.9	1.1
Cn1c(=O)c2[nH]c(=O)cnc2n(C)c1=S	0.9	1.1	0.98	-26	2	-4	-5	1	0.9	0.9
